# Bioassay records: PubChem BioAssay, The Scripps Research Institute Molecular Screening Center
# MITF primary: inhibitors of human MITF. 650,000 compounds, 0.91% hits. AlphaScreen MITF homodimerization, bead proximity signal. O75030. inhibition, % at 2.6 µM. AID 1259374; in the data active means inhibition above about 50%;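 further: 0% = vehicle wells with protein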
# Target sequence (O75030 whole entry, looked up): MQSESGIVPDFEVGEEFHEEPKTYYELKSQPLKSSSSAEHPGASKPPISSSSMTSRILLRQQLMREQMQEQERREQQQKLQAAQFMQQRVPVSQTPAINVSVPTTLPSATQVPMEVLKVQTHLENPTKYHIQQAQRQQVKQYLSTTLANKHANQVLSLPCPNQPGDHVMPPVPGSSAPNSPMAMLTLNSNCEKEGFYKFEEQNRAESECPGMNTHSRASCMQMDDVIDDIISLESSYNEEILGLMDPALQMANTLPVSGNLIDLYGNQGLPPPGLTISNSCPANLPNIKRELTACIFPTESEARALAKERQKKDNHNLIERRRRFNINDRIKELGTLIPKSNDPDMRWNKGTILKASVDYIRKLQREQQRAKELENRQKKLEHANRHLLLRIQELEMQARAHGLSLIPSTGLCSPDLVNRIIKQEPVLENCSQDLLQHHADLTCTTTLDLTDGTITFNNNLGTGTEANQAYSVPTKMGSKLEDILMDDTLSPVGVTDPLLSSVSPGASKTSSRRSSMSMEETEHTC
# GPR151 ag: activators of human GPR151; Q8TDV0; activation, % at 11.2 µM; PathHunter beta-arrestin GPR151 cells, luminescence; AID 1508602; 650,000 compounds, 1% hits; in the data active means activation above about 4.9%;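 further: 0% = median of compound wells and 100% = cells with positive control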
# Target sequence (Q8TDV0 whole entry, looked up): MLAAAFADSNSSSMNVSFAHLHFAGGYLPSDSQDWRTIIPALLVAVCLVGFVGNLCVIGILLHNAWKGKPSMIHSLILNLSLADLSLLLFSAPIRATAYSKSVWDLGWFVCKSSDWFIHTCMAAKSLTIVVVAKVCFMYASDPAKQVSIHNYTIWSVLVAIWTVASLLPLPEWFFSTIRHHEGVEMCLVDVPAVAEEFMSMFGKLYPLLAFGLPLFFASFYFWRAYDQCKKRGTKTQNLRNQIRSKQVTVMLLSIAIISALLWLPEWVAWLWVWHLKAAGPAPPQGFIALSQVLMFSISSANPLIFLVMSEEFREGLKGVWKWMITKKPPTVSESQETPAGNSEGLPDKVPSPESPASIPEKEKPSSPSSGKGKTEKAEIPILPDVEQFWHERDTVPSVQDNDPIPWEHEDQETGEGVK
# TEAD-YAP inh: TEAD-YAP interaction inhibition; HEK-TIYL cells, TEAD-Gal4/YAP UAS-luciferase luminescence; inhibition, % at 9.12 µM; 640,000 compounds, 1.4% hits; AID 1259422; in the data active means inhibition above about 32%;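 further: 0% = median of test compound wells and 100% = reference inhibitor wells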
# FBW7 act: human FBW7 E3 ligase activation, primary screen. Q969H0. 650,000 compounds, 0.13% hits. normalized activity (activation), % at 26.1 µM. AlphaScreen FBW7–phospho-cyclin E peptide binding, activator screen; in the data active means normalized activity above about 1.9%;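 further: purified mutant Fbw7 with reduced substrate affinity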
# An asterisk follows results filed as active.
SMILES,MITF primary,GPR151 ag,TEAD-YAP inh,FBW7 act
CCCCNC(=S)NC1(C)CCS(=O)(=O)C1 (stereo unspecified),8.4,0.5,7.8,0.0
CCOC(=O)CSc1nc2c(sc(=S)n2Cc2ccccc2)c(=O)n1-c1ccccc1OC,12.4,-1.4,-5.4,0.0
O=C(Nc1ccc(Oc2ccc(Cl)c3ccccc23)c(Cl)c1)c1ccccc1Cl,3.2,1.2,12.8,0.1
CCOC(=O)C1=C(C)NC(=S)NC1c1ccc(-c2cc(Cl)ccc2Cl)o1 (stereo unspecified),23.0,0.4,-8.9,0.3
Cc1ccc(-n2ncc3c(N(Cc4ccccc4)Cc4ccccc4)ncnc32)c(C)c1,9.2,0.3,3.6,-0.1
OCCN1CCN(CC(O)Cn2c3ccc(Cl)cc3c3cc(Cl)ccc32)CC1 (stereo unspecified),-16.0,1.6,-10.9,-0.1
COc1cc(/C=N/NC(=O)COc2ccc(Cl)cc2Cl)ccc1O,13.2,0.0,-8.4,0.1
Cc1ccc(/C(O)=C/c2nc3cc([N+](=O)[O-])c([N+](=O)[O-])cc3[nH]c2=O)cc1,-12.0,0.2,3.6,0.0
Cc1ccc2c(c1)N(CCCC(=O)NCc1cccc(Br)c1)C(=O)CO2,2.6,0.7,-2.2,-0.2
Cc1c(Cl)cccc1NC(=O)CC1CS(=O)(=O)CC1CC(=O)Nc1cccc(Cl)c1C (stereo unspecified),12.3,0.9,-7.8,0.1
CC(=O)c1c(C(C)=O)c(C)n(CC(=O)c2ccccc2)c1C,20.0,1.6,0.4,-0.1
O=C(NCCc1ccc(F)cc1)c1ccco1,-4.1,0.4,-28.7,0.0
O=c1oc(-c2cccc3ncccc23)nn1Cc1ccncc1,1.5,-0.1,0.4,-0.1
CN1C(=O)/C(=C2/Sc3ccccc3N2CCCS(=O)(=O)O)SC1=S,-2.6,-1.5,-3.3,-0.2
CC(C)C[C@H]1NC(=O)[C@H]2CN(C(=O)c3cc(F)ccc3F)CCN2C1=O,11.9,0.4,-1.4,-0.1
C=CCSc1nnc(NC(=O)c2ccc([N+](=O)[O-])cc2Cl)s1,8.3,-0.5,-30.2,-0.2
Cc1nn(-c2ccccc2)c2c1C(c1ccc(F)c(Br)c1)C(C#N)=C(N)O2 (stereo unspecified),8.8,0.1,2.5,-0.5
COc1cccc(CNC(=O)C(N)c2ccc(-c3ccncc3)cc2)c1 (stereo unspecified),12.2,-0.6,-9.9,0.7
O=c1/c(=C\c2ccccc2)sc2nc3ccccc3n12,-4.1,1.2,-17.9,-0.1
O=C(CSc1nc2ccccc2o1)c1ccc([N+](=O)[O-])cc1,3.4,0.2,0.7,-0.2
CN(C)c1ccc(C(CNC(=O)c2cccc([N+](=O)[O-])c2)N2CCOCC2)cc1 (stereo unspecified),-4.6,3.1,7.6,0.1
CCc1ccc(NC(=O)CN2C(=O)C3(OCCCO3)c3ccccc32)cc1,10.1,1.0,-1.9,0.0
COc1ccc(C(=O)N2CCN(Cc3cc(OC)ccc3OC)CC2)cc1,41.5,-1.1,-13.3,-0.3
Cc1cc(Nc2ccccc2)nc(-c2csc3ccccc23)n1,0.1,-0.3,-38.2,-0.1
CCOC(=O)c1oc2ccccc2c1NC(=O)c1ccccc1I,-11.1,-0.9,2.5,0.1
O=C1C2C3C=CC(C4CC34)C2C(=O)N1c1ccc(Cl)cc1 (stereo unspecified),-4.2,-0.1,6.6,-0.1
CC1CCCN(CC(O)COCc2ccc(Cl)cc2)C1 (stereo unspecified),-6.1,0.1,0.0,-0.2
CCCCCCOC(=O)Nc1nnc(CCC)s1,17.6,11.6*,-0.2,-0.1
COC(=O)c1cccc(NC(=O)CC2SC(N)=NC2=O)c1 (stereo unspecified),-5.7,-2.5,-3.9,-0.1
O=C(O)CNC(=O)/C(=C/c1ccccc1)NC(=O)c1ccccc1Br,-5.4,1.7,4.1,0.0
CSc1cnn(Cc2ccccc2)c(=O)c1SC,6.9,1.0,-9.6,-0.1
COc1cc(Nc2ccc(-c3ccccc3C=O)cn2)cc(OC)c1OC,5.4,1.0,27.4,-0.5
CCCC1=NN2C(=N)/C(=C/c3ccc(OC(=O)c4ccc(F)cc4)c(OC)c3)C(=O)N=C2S1,13.5,-0.3,10.8,-0.2
CN(C)c1ccc(C2Oc3ccccc3C3=C2C(c2ccc(Cl)cc2)n2ncnc2N3)cc1 (stereo unspecified),11.8,2.6,0.3,-0.1
CCOC(=O)c1sc2nc(SCc3ccc(OC(F)(F)F)cc3)n(Cc3ccco3)c(=O)c2c1C,-9.1,0.6,-1.4,0.0
COCc1cc([C@@H]2C[C@H]3CN(Cc4cccc(Cl)c4)C(=O)[C@]34CCCN24)ccc1OC,6.5,0.7,4.0,-0.2
O=C(Cc1ccc([N+](=O)[O-])cc1)NNS(=O)(=O)c1ccc(F)cc1,16.5,0.0,9.9,0.0
COc1ccc(NS(=O)(=O)c2ccc(NS(=O)(=O)c3ccc(C)cc3)cc2)nn1,-3.6,1.3,-5.2,-0.2
Cc1ccnc2nc(C(=O)Nc3ccc(F)c(S(=O)(=O)N4CCOCC4)c3)nn12,2.1,0.4,1.2,-0.1
CC1(C)CC2CC(C)(CN2C(=O)CO/N=C/c2ccc(OC(F)F)cc2)C1 (stereo unspecified),-4.2,-0.3,12.5,-0.1
CC12CCC(C/C1=N/OC(=O)c1cccc([N+](=O)[O-])c1)C2(C)C (stereo unspecified),6.2,0.7,15.0,-0.4
CC1=CC(C)(C)Nc2ccc(OC(=O)CN3C(=O)C4CCCCC4C3=O)cc21 (stereo unspecified),6.8,-0.5,-33.5,-0.2
Cc1ccc(S(=O)(=O)Nc2cc3c4c(oc3c3ccccc23)CC(C)CC4)c(C)c1 (stereo unspecified),1.4,-1.2,-1.8,-0.1
CC12CCC(C/C1=N/NC(N)=S)C2(C)C (stereo unspecified),1.5,1.0,16.2,0.0
O=C(Nc1cccc2ccccc12)c1cc2ccccc2oc1=O,17.6,-0.8,-7.6,-0.1
CCN(CC)c1ccc(C(=O)Nn2cc(C(=O)OC)c3ccccc3c2=O)cc1,-9.2,-1.2,2.8,-0.1
CCOc1ccc(S(=O)(=O)N2CCSC2c2ccc(OC)c(OC)c2)cc1 (stereo unspecified),8.7,-0.4,5.4,0.0
Cc1sc2ncn(CC(=O)N3CCOCC3)c(=O)c2c1S(=O)(=O)N1CCOCC1,6.7,0.2,-8.0,0.5
COc1ccccc1NC(=O)c1cc2cc(Br)ccc2oc1=N,2.0,0.8,-13.3,0.0
Cc1cc(C)nc(SC(C)C(=O)N/N=C/c2cccc(O)c2)n1 (stereo unspecified),1.2,0.3,1.9,0.0
CCOC(=O)c1ccc(NC(=O)CSc2nc3ccccc3c(=O)n2CC2CCC(C(=O)NCC3CCCO3)CC2)cc1 (stereo unspecified),8.4,2.3,24.7,0.0
Cc1ccc(C)c(N2C(=O)CC(SCC(N)C(=O)O)C2=O)c1 (stereo unspecified),5.8,2.1,4.2,-0.3
Cc1ccc2c(c1)C(=O)CC1(CCN(CC(=O)Nc3ccc(F)cc3)CC1)O2,-23.3,-1.1,21.1,-0.1
NS(=O)(=O)c1ccc(CCNC(=O)CCCn2c(SCc3ccc(Cl)cc3)nc3ccsc3c2=O)cc1,-8.6,1.6,10.5,0.0
COc1ccc(-c2noc(C3CCCN(S(=O)(=O)c4ccc(C)cc4)C3)n2)cc1OC (stereo unspecified),-5.8,1.0,-5.9,-0.1
O=C(NCCN1CCOCC1)c1ccnc(-n2ncc3cc(Nc4cc(F)cc(F)c4)ccc32)c1,2.4,0.3,2.6,0.2
Cc1ccc(-n2c(SCC(=O)Nc3ccccc3C(F)(F)F)nc3ccsc3c2=O)cc1C,8.1,1.9,0.2,-0.1
CC12CCC(C(=O)N(c3ccc(Br)cc3)C1=O)C2(C)C (stereo unspecified),-4.3,1.2,-8.8,-0.2
O=C(CSc1ccccc1)Nc1nnc(CCc2ccccc2)s1,4.3,-0.7,4.7,0.1
CCOc1ccc(N2C(=O)CC(N(Cc3ccc(OC)cc3)C(C)=O)C2=O)cc1 (stereo unspecified),17.2,-1.5,10.4,0.9

# Other records follow.
SMILES,MITF primary,GPR151 ag,TEAD-YAP inh,FBW7 act
Cc1noc(/C=C/N(C)C)c1S(=O)(=O)N(C)CC(=O)NC1CCCCC1,-3.2,-0.3,-1.6,0.0
COc1ccc(OCCNC(=O)c2cc([N+](=O)[O-])cc([N+](=O)[O-])c2)cc1,1.7,0.5,0.7,0.0
O=C(CSc1nc2c(c(=O)[nH]1)CCC2)Nc1ccccc1F,-1.9,0.0,0.0,0.0
CCCc1cc(=O)oc2cc(OC)ccc12,10.5,2.5,-1.0,0.0
CCOc1ccc(C(=O)Nc2nnn(CC)n2)cc1,0.0,-3.9,1.2,-0.1
O=C(COc1ccc2c(c1)C(=O)CC2)OCc1ccccc1,4.4,-1.0,-3.8,0.2
COc1cc(C2/C(=C(\O)c3ccc(C)cc3)C(=O)C(=O)N2CCO)ccc1O (stereo unspecified),27.2,-1.2,2.7,1.0
O=C(N/N=C\C=C\c1ccco1)c1ccc(F)cc1,11.6,-0.5,-0.7,0.3
COC(=O)c1c(NC(=O)/C(C#N)=C/c2ccccc2OC(C)C)sc(C)c1C,-10.7,1.6,-9.9,-0.1
COc1cc(C2NC(=O)NC(C)=C2C(=O)OCc2ccc3c(c2)OCO3)cc(Br)c1O (stereo unspecified),-7.6,0.0,-1.2,-0.1
Cc1cccc(C(=O)N/C(=C\c2ccc([N+](=O)[O-])cc2)C(=O)Nc2ccc(F)cc2)c1,-6.4,0.9,5.0,0.0
COC(=O)/C(=C/c1cccc([N+](=O)[O-])c1)NC(=O)c1ccc(C(C)(C)C)cc1,2.7,0.0,4.7,-0.4
COC(=O)c1ccc(COc2ccc(/C=N/N3CCN(C)CC3)cc2)cc1,12.7,-2.0,-52.0,0.1
O=C(c1ccc2c(c1)ncn2C1CCCCC1)N1CCCC1,10.3,-0.4,-9.7,-0.2
O=C(CN1C(=O)c2ccccc2C1=O)Oc1ccc2nc(N3CCN(c4ccccc4)CC3)sc2c1,-8.4,-0.1,-48.9,-0.2
O=C(c1ccc(OC2CCN(C3CCSCC3)CC2)cc1)N1CCCCC1,5.9,1.2,9.1,-0.1
CCCC(=O)Nc1ccc(C)cc1Br,-1.1,0.0,5.7,-0.1
COc1ccccc1N1CC(O)(c2cccc([N+](=O)[O-])c2)[N+]2=C1CCCCC2 (stereo unspecified),7.6,-0.4,6.2,0.1
CC1CCN(C2=NN3C(=N)/C(=C\c4ccc([N+](=O)[O-])o4)C(=O)N=C3S2)CC1,10.7,0.8,6.4,-0.1
Cc1cc(C)c2cc(CN(CCO)S(=O)(=O)c3cccc4nsnc34)c(=O)[nH]c2c1,-8.2,0.1,8.9,0.0
COc1ccc(C)cc1NC(=O)c1ccc(CN2CCN(c3ccccc3)CC2)cc1,-10.3,-0.3,4.1,-0.3
CCOC(=O)C1=C(C)NC(=O)CC1c1cc2c(cc1[N+](=O)[O-])OCO2 (stereo unspecified),2.4,0.5,9.3,0.5
COc1ccc(C(C)C)cc1-c1cnc2ccc(NCCc3cccnc3)nn12,17.5,1.0,1.1,0.2
Cc1ccccc1CN1C(=O)CSc2ccc(C(=O)NC3CC3)cc21,13.9,2.3,16.9,-0.1
CCN(CC)C(=O)C1CCCN(Cc2ccc(Cl)cc2Cl)C1 (stereo unspecified),37.0,-0.6,4.9,-0.1
Cc1c(C)n2c3c(=O)n(C)c(=O)n(C)c3nc2n1CC1CCCO1 (stereo unspecified),9.3,-0.7,12.8,-0.2
CC(=O)Nc1ccc(NC(=O)CN(c2c(C)cccc2C)S(C)(=O)=O)cc1,2.9,1.2,4.5,0.1

# Gathered by group, the compounds so far containing a nitro group on carbon
SMILES,MITF primary,GPR151 ag,TEAD-YAP inh,FBW7 act
Cc1ccc(/C(O)=C/c2nc3cc([N+](=O)[O-])c([N+](=O)[O-])cc3[nH]c2=O)cc1,-12.0,0.2,3.6,0.0
C=CCSc1nnc(NC(=O)c2ccc([N+](=O)[O-])cc2Cl)s1,8.3,-0.5,-30.2,-0.2
O=C(CSc1nc2ccccc2o1)c1ccc([N+](=O)[O-])cc1,3.4,0.2,0.7,-0.2
CN(C)c1ccc(C(CNC(=O)c2cccc([N+](=O)[O-])c2)N2CCOCC2)cc1 (stereo unspecified),-4.6,3.1,7.6,0.1
O=C(Cc1ccc([N+](=O)[O-])cc1)NNS(=O)(=O)c1ccc(F)cc1,16.5,0.0,9.9,0.0
CC12CCC(C/C1=N/OC(=O)c1cccc([N+](=O)[O-])c1)C2(C)C (stereo unspecified),6.2,0.7,15.0,-0.4
COc1ccc(OCCNC(=O)c2cc([N+](=O)[O-])cc([N+](=O)[O-])c2)cc1,1.7,0.5,0.7,0.0
Cc1cccc(C(=O)N/C(=C\c2ccc([N+](=O)[O-])cc2)C(=O)Nc2ccc(F)cc2)c1,-6.4,0.9,5.0,0.0
COC(=O)/C(=C/c1cccc([N+](=O)[O-])c1)NC(=O)c1ccc(C(C)(C)C)cc1,2.7,0.0,4.7,-0.4
COc1ccccc1N1CC(O)(c2cccc([N+](=O)[O-])c2)[N+]2=C1CCCCC2 (stereo unspecified),7.6,-0.4,6.2,0.1
CC1CCN(C2=NN3C(=N)/C(=C\c4ccc([N+](=O)[O-])o4)C(=O)N=C3S2)CC1,10.7,0.8,6.4,-0.1
CCOC(=O)C1=C(C)NC(=O)CC1c1cc2c(cc1[N+](=O)[O-])OCO2 (stereo unspecified),2.4,0.5,9.3,0.5
